Screens deposited in PubChem BioAssay by several laboratories.
Peg3 promoter: inhibitors of Peg3 promoter. HeLa PEG-Prom luciferase reporter, luminescence, overnight. inhibition, % at 20 µM. actives 1.7% (n = 360,000). AID 588405;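 active means inhibition of at least 50% at 20 µM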
HIF-2a inh: inhibitors of HIF-2a | actives 0.72% (n = 360,000) | AID 624352 | inhibition, % at 18.8 µM | 786-0 RCC cells HIF-2a reporter, luciferase luminescence, overnight;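 active means inhibition of the luminescence signal of 40% or more relative to plate controls, in a single-dose primary screen at 18.75 µM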
KKLEB tox: reduces viability of KKLEB cystic fibrosis airway cells. actives 0.36% (n = 360,000). KKLEB CF airway cells viability, ATPlite luminescence, overnight; active compounds read low; cells stimulated with P. aeruginosa culture filtrate. activity change (cytotoxicity), % at 5 µM. AID 602141;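 active means corrected activity change at or below -50% at 5 µM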
MITF TRPM1 inh: reduces MITF-dependent TRPM1 promoter luciferase signal; AID 488899; inhibition, % at 12.5 µM; SK-MEL-5 TRPM1 promoter luciferase, 24 h; actives 0.83% (n = 330,000);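 active means mean inhibition across replicates of 60% or more, whatever share of single replicates reaches that level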; further: values of inactives mirror those of a sister screen read the other way
LMP1 NFkB inh: inhibitors of Epstein-Barr LMP1-induced NF-kappaB reporter | LMP1-induced NF-kappaB luciferase reporter cells, luminescence | actives 0.69% (n = 350,000) | AID 504558 | inhibition, % at 12.5 µM; in the data active means inhibition above about 41%;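 further: 0% = neutral control wells and 100% = reference inhibitor control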
CF NFkB inh: inhibitors of cystic fibrosis induced NF-kB; KKLEB NF-kB-GFP reporter, PAF-induced, GFP fluorescence overnight; inhibition, % at 5 µM; actives 0.86% (n = 360,000);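 active means at least 50% inhibition at 5 µM, scaled per plate between neutral and stimulator controls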;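 further: PAF is a Pseudomonas aeruginosa culture filtrate used as stimulus; plate controls were PAF-stimulated DMSO wells for no effect and unstimulated DMSO wells for full effect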
NR2E3 ag-1: human photoreceptor-specific nuclear receptor agonism. AID 602229. CHO-S Gal4-NCOR/VP16-NR2E3 two-hybrid, luciferase. actives 0.35% (n = 360,000). Q9Y5X4. inhibition of corepressor binding, % at 3.98 µM;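 active means inhibition above the mean of all tested compounds plus 3 SD, cut at about 70% in these data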;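 further: 0% = DMSO with NR2E3 transfected cells and 100% = cells lacking NR2E3 construct; higher means lower luciferase signal from less NR2E3 corepressor binding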
Target sequence (Q9Y5X4 whole entry, looked up, the tested form may be a part): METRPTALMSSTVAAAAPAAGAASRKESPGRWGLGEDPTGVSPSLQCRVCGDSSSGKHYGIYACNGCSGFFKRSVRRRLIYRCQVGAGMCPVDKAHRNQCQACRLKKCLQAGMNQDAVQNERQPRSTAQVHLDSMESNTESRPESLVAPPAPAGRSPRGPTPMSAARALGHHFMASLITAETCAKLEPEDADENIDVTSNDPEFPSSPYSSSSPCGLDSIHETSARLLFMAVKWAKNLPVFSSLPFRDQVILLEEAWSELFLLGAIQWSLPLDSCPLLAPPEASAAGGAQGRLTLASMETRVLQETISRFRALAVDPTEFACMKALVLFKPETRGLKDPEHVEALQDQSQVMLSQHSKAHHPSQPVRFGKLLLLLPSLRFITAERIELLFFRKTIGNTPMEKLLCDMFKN
hiPSC survival: enhancers of human iPSC single-cell survival; hiPSC single-cell survival, ATPlite luminescence; 100% = ROCK inhibitor wells, 0% = DMSO; AID 602274; survival enhancement, % at 20 µM; actives 0.044% (n = 360,000); in the data active means survival enhancement above about 18%;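 further: cells exposed to compounds for 16 hours before the ATP read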
TRAIL sens C8: sensitizes caspase-8 expressing cells to TRAIL. NB7+C8 cells + TRAIL, ATPlite viability luminescence. inhibition (viability loss, TRAIL sensitization), % at 10 µM. actives 1% (n = 360,000);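 active means compounds causing at least 50% loss of cell viability in the single-dose screen, relative to plate controls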
NR2E3 ag-2: activates human photoreceptor nuclear receptor NR2E3; Q9Y5X4; GST-NR2E3/biotin-RetCOR TR-FRET, 1536-well; inhibition of corepressor binding, % at 4.78 µM; actives 0.12% (n = 320,000); AID 2300;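 active means percent inhibition above the cutoff of mean plus 3 SD of all tested compounds, set per screening campaign, cut at about 20% in these data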;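 further: 0% = DMSO wells and 100% = biotin wells as full block of FRET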
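system = GST-tagged NR2E3 plus biotinylated RetCOR corepressor | input = 1.35 nM GST-NR2E3 | also added = 7 nM biotin-RetCOR | schedule = 5 h incubation at 4 °C | measured by = TR-FRET with europium anti-GST and streptavidin-D2, 340 nm excitation | read-out = percent loss of FRET ratio relative to control wells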
Shn3 3UTR inh: inhibitors of Schnurri-3 3'UTR reporter in osteoblasts; AID 588674; Clone20 osteoblast Shn3 3'UTR firefly luciferase, 24 h; actives 0.52% (n = 360,000); inhibition, % at 12.5 µM;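 active means mean inhibition of at least 75% with every replicate also reaching 75%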;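 further: 0% = median of neutral control wells and 100% = pilot-screen positive control compound; some compounds past the cut are filed as inactive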
* marks the source's active call; other numbers are inactive results; nt = not tested or not shown. An excerpt; rates above refer to the full screens.

SMILES	Peg3 promoter	HIF-2a inh	KKLEB tox	MITF TRPM1 inh	LMP1 NFkB inh	CF NFkB inh	NR2E3 ag-1	hiPSC survival	TRAIL sens C8	NR2E3 ag-2	Shn3 3UTR inh
CC(NC(=O)c1cccc(S(=O)(=O)N(C)c2ccccc2)c1)c1cccnc1 (stereo not given)	11.5	8.1	8.4	nt	5.6	-29.2	12.5	-0.1	8.2	nt	54.0
CCOC(=O)c1c(NC(=O)CCC(=O)O)sc2c1CCCCC2	-1.3	6.1	-3.7	-0.2	1.5	6.8	-12.8	-0.1	-5.9	1.2	-3.9
CCOC(=O)c1ccc(NC(=O)CCc2nc(-c3ccc(C)cc3)no2)cc1	-9.2	-33.5	3.0	8.8	0.3	-3.9	-1.9	0.0	14.6	-1.6	51.3
Cc1sc(NC(=O)/C=C/c2ccc3c(c2)OCO3)nc1-c1ccccc1	-40.8	-54.1	10.7	21.3	6.5	-20.8	57.4	-0.9	29.0	4.8	47.5
C[C@@H](NC(=O)c1ncn2c1c(=O)[nH]c1ccc(Br)cc12)c1ccccc1	79.1*	6.8	7.6	nt	-7.0	-10.9	-13.2	3.1	69.0*	nt	66.4
COc1ccc([C@H]2CC(=O)C=C(c3cccc(OC)c3OC)C2)cc1OC	-0.7	-12.2	-30.0	9.9	8.8	21.2	29.5	-0.6	-4.9	1.7	40.1
O=C(Cn1nc(C(=O)O)c2ccccc2c1=O)Nc1cccc(S(=O)(=O)N2CCCCCC2)c1	-1.0	6.2	10.1	3.0	-13.5	-14.5	8.5	-0.8	8.7	nt	14.2
O=C(CNC(=O)c1ccncc1)N/N=C/c1ccc(Br)cc1	11.6	5.3	-0.1	16.5	-4.6	4.0	-8.2	1.3	0.5	-3.1	14.4
O=C(c1ccncc1)N1CCN(S(=O)(=O)c2ccc(F)cc2)CC1	8.2	22.6	11.5	9.0	14.4	-14.6	-10.5	-0.2	-7.5	-2.1	1.4
O=C(c1ccc2c(c1)OCO2)N1CCN(c2ccccc2F)CC1	-44.7	-118.9	4.5	-19.4	-5.3	3.6	-58.1	3.8	-10.7	0.6	-41.2
COC(=O)c1cccc(NC(=O)Cn2cnc3ccccc3c2=O)c1	0.3	2.6	-5.9	-0.4	-4.7	-1.6	-27.3	-0.4	8.4	5.3	-1.0
CC(C)[C@H](NC(=O)N1CCn2c1nc1ccccc12)C(=O)N[C@H](Cc1ccccc1)C(=O)O	4.5	-2.8	1.6	7.8	-5.8	-4.3	14.9	0.0	-14.9	1.6	24.4
CC(C)c1ccc(N(C(=O)C(F)(F)F)C(C(=O)NC2CCCCC2)c2ccncc2)cc1 (stereo not given)	4.3	0.4	-5.4	6.1	-11.2	3.9	2.8	-1.9	21.6	2.4	-5.7
COc1cccc(/C=C/C(=O)c2ccc(NS(=O)(=O)c3ccc(C)cc3)cc2)c1	28.8	17.8	-23.1	3.5	6.8	34.4	-0.8	-2.1	3.4	3.0	22.7
COc1ccc(/C=N/NC(=O)c2nnn(-c3nonc3N)c2CN(C)c2ccccc2)cc1	15.0	13.5	5.7	9.0	-28.4	-3.3	-3.7	-0.5	-2.0	-1.2	4.4
CC(=O)NC(=S)Nc1cc(C(F)(F)F)ccc1N1CCOCC1	1.6	12.1	0.5	-8.1	-20.6	28.7	-4.4	-0.2	-8.6	-1.4	-23.3
CC1=C(C(=O)N(C)C)CC(CC(=O)NC2CCCCC2)C(=O)N1CCCN1CCCC1=O (stereo not given)	60.4*	10.2	-1.3	nt	0.3	13.4	8.0	0.7	2.6	nt	-10.0
COc1ccc(/C=C2\Sc3ccc(C(=O)NCCCN4CCCC4)cc3N(C)C2=O)cc1OC	-7.3	2.0	-7.1	-20.4	0.7	-12.5	21.1	0.7	4.5	3.9	0.7
CC(C)(C)OC(=O)N/N=C/c1ccc(Br)cc1	-318.5	-199.9	-3.4	-71.9	-6.0	-0.8	-104.0	-3.1	4.5	1.4	-33.1
Cc1ccc(Cc2nc(-c3ccccn3)no2)cc1	-176.0	-138.4	-1.9	-48.7	-17.9	9.2	-108.6	-2.2	20.3	-1.2	-88.0
COc1ccc(-c2cc(=O)oc3c(C)c(OC(C)C(C)=O)ccc23)cc1 (stereo not given)	52.2*	25.8	-8.5	-6.3	9.5	18.9	-19.2	-0.4	-7.9	-2.3	18.8
CC(C)C[C@@H](CN)NC(=O)c1nc[nH]c1C(=O)N[C@@H](C)C(=O)CNC[C@H](C)NC(=O)c1nc[nH]c1C(=O)N[C@@H](C)C(=O)O	-1.1	-3.2	21.3	-4.9	5.3	-24.6	-18.7	-1.2	-5.3	nt	2.2
C/C=C/c1ccc(OCCCNC(C)CC)c(OC)c1 (stereo not given)	6.7	12.3	3.3	-1.9	-4.1	0.8	-14.1	-2.4	-4.4	0.3	1.8
CCN(CC(=O)Nc1c(F)cccc1F)C(=O)c1cccc(S(=O)(=O)N2CCCc3ccccc32)c1	23.8	14.0	8.0	9.9	-5.8	-10.5	-3.0	-3.3	5.3	nt	24.6
Cc1cc(N(C)N)nc(NC(=O)NS(=O)(=O)c2ccccc2Cl)n1	3.0	12.2	2.7	1.6	-1.2	-12.0	13.0	0.7	1.1	-1.9	-7.9
CC(=O)c1sc(NC(=O)COc2ccc(C)c(C)c2)nc1C	-13.3	-9.1	-2.8	9.5	3.0	4.8	-1.7	0.3	4.4	0.5	-5.6
Cc1ccc(COc2ccsc2-c2n[nH]c(=S)n2C)cc1	17.4	8.6	5.9	10.0	1.7	-6.4	2.3	-0.9	10.2	1.9	1.6
Cc1ccccc1NS(=O)(=O)c1ccc(C(=O)NCC(c2ccco2)N(C)C)cc1 (stereo not given)	-2.1	1.2	4.2	7.9	3.6	16.9	-8.9	0.6	22.7	-0.1	8.2
Cc1ccc(S(=O)(=O)N[C@H](C(=O)OCC(=O)NC(=O)Nc2ccc3c(c2)OCCO3)C(C)C)cc1	-22.1	-7.3	3.8	0.8	-1.0	0.9	-0.6	-0.6	24.2	0.9	4.2
COc1cc2c(cc1OC)C(c1ccc3c(c1)OCO3)CC(=O)N2 (stereo not given)	7.0	-11.9	-10.4	1.4	0.2	1.8	-15.8	-0.9	9.2	1.6	6.6

Reprinted from the part before: 3 compounds, followed by the next part.
SMILES	Peg3 promoter	HIF-2a inh	KKLEB tox	MITF TRPM1 inh	LMP1 NFkB inh	CF NFkB inh	NR2E3 ag-1	hiPSC survival	TRAIL sens C8	NR2E3 ag-2	Shn3 3UTR inh
Cc1ccccc1NS(=O)(=O)c1ccc(C(=O)NCC(c2ccco2)N(C)C)cc1 (stereo not given)	-2.1	1.2	4.2	7.9	3.6	16.9	-8.9	0.6	22.7	-0.1	8.2
Cc1ccc(S(=O)(=O)N[C@H](C(=O)OCC(=O)NC(=O)Nc2ccc3c(c2)OCCO3)C(C)C)cc1	-22.1	-7.3	3.8	0.8	-1.0	0.9	-0.6	-0.6	24.2	0.9	4.2
COc1cc2c(cc1OC)C(c1ccc3c(c1)OCO3)CC(=O)N2 (stereo not given)	7.0	-11.9	-10.4	1.4	0.2	1.8	-15.8	-0.9	9.2	1.6	6.6
Nn1cnnc1SCC(=O)Nc1ccc(C2CCCCC2)cc1	-193.9	-116.9	-6.1	-24.5	-1.3	-6.0	-46.0	-1.7	0.3	5.2	-23.7
Cc1cc2c(C)ccc(C)c2nc1SCC(=O)c1cccs1	-11.7	9.2	6.0	5.0	4.5	-18.4	-1.0	1.9	-3.8	0.3	66.6
CCOc1cc(C2C(C#N)=C(N)Oc3n[nH]c(-c4ccccc4)c32)ccc1O (stereo not given)	9.8	14.4	-7.7	10.4	1.3	23.3	12.7	-1.7	-17.8	-1.3	9.8
N#CC1(NC(=O)CSc2nnc(C3CC3)n2N)CCCCC1	-3.9	14.7	-10.3	nt	-20.0	21.7	6.4	1.8	-7.0	nt	-9.2
CCOc1ccc(N(CC(=O)N2CCCCCC2)S(=O)(=O)c2ccc(C)cc2)cc1	20.6	1.3	-11.8	16.5	-24.6	18.0	11.9	-0.3	20.8	0.0	-8.9
CSCC[C@H](NC(=O)OCc1ccccc1)C(=O)O	-1.9	8.8	-5.0	-0.5	-6.5	-8.1	5.7	4.1	1.6	1.8	7.6
CSCCC1NC(=O)N(CC(=O)Nc2cc(C)on2)C1=O (stereo not given)	-10.2	11.6	-3.7	nt	3.4	23.1	-14.6	-1.2	0.4	2.5	3.1
CCOc1ccc(C(=O)N/N=C/c2ccc(SC)cc2)cc1	-9.8	-6.9	-3.4	-7.9	-0.5	11.7	-12.0	1.0	4.8	0.9	-16.5
COCCn1nnnc1C(C(C)C)N1CCOCC1 (stereo not given)	11.6	-4.4	-3.7	-0.9	-10.4	7.3	-2.9	-0.6	9.3	4.4	-6.7
COCCC(=O)N1CCC(Oc2ccc(C(=O)N(C)C(C)c3ccon3)cc2)CC1 (stereo not given)	-14.5	-7.0	-5.3	-2.4	1.4	-22.4	-2.4	1.1	-19.7	1.2	-10.8
COCCCn1cnnc1SCc1nc2sc(C(C)=O)c(C)c2c(=O)[nH]1	8.9	3.1	14.2	2.7	-11.8	0.2	-2.8	2.1	-8.4	-5.9	-9.2
N#CC1(NC(=O)COC(=O)C2CCN(S(=O)(=O)c3ccc4c(c3)OCCO4)CC2)CCCCC1	-14.6	15.2	18.0	-2.0	10.8	-13.8	8.1	-0.8	1.7	nt	9.2
O=C(c1ccccc1Cl)N(C(=O)c1ccccc1Cl)c1nccc(-c2cccs2)n1	-82.5	-27.0	3.5	3.0	22.7	4.9	23.0	-2.9	3.8	2.0	30.0
COc1ccc(C(=O)OC2CCN(C)CC2)cc1	-18.3	-20.2	2.3	4.5	-3.8	0.3	10.9	0.8	-0.6	2.5	8.6
Cn1cc(/C=C/C(=O)N2CCCC(C(=O)c3ccc(C(C)(C)C)cc3)C2)cn1 (stereo not given)	-11.4	-32.9	-11.1	8.1	-3.7	-2.5	5.9	-0.3	-0.4	-3.1	2.5
O=C(CSc1nnc(-c2cccnc2)n1-c1ccc(SC(F)F)cc1)N1CCCc2ccccc21	14.3	11.9	3.5	11.4	5.6	-9.9	21.4	0.0	2.0	3.4	12.9
CC(C(=O)Nc1ccc(S(=O)(=O)N2CCOCC2)cc1)N(c1ccccc1)S(C)(=O)=O (stereo not given)	13.1	11.8	-3.6	-0.4	-20.5	7.6	-7.9	6.1	-0.2	-1.1	4.7
COc1ccc(C(CNS(=O)(=O)c2ccc(NC(C)=O)c(OC)c2)N2CCCC2)cc1 (stereo not given)	-2.5	5.2	-8.9	3.6	1.9	-2.1	-4.8	0.6	-17.1	nt	19.2
Cc1ccc(S(=O)(=O)NCCC(=O)O)cc1	-6.3	12.7	-6.9	5.5	-0.7	-6.0	17.8	0.7	9.8	-5.8	4.2
O=C(O)c1nnn(-c2cccc(C(F)(F)F)c2)c1-c1ccccc1	7.5	8.8	14.0	-1.3	-1.1	-24.4	-2.0	1.2	-12.8	-0.4	-9.2
